From PubChem BioAssay
NPYLR7 ag: activates Aedes aegypti NPYLR7 receptor | HEK293T NPYLR7/Galpha15, GCaMP6s calcium fluorescence | AID 1259423 | 270,000 tested, 0.15% active | activation, % at 10 µM; in the data active = activation above about 40%;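 also: 0% = vehicle and 100% = reference agonist at the receptor; some compounds past the cut are filed as inactive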
hcGAS lum: blocks human cGAS activity; Q8N884; recombinant h-cGAS, ATP depletion, Kinase-Glo luminescence; inhibition, % at 12.5 µM; 290,000 tested, 0.081% active; AID 1259398;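 also: 0% = vehicle reaction and 100% = reaction without DNA for no activity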
Target sequence (Q8N884 whole entry, looked up): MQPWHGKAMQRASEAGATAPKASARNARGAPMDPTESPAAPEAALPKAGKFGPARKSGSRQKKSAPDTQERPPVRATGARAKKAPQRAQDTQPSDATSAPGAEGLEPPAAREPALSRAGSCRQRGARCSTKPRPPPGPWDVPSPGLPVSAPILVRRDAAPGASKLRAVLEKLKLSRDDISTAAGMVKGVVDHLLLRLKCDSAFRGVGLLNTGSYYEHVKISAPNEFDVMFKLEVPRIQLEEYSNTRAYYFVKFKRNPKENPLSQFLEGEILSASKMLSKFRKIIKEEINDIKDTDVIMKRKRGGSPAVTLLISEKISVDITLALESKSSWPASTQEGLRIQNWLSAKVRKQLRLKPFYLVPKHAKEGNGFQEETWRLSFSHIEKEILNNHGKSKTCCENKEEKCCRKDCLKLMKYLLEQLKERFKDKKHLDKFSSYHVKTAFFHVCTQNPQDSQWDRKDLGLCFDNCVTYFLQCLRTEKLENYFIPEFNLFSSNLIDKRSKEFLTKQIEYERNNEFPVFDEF
mcGAS inh: mouse cGAS inhibition by luminescence; Q8C6L5; recombinant cGAS, Kinase-Glo ATP depletion luminescence; inhibition, % at 12.5 µM; 160,000 tested, 0.15% active; AID 1259399;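 also: 0% = negative control wells and 100% = reference inhibitor with no enzyme activity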
Active calls of the source: *; / = no result given; & = joins results of further samples. Rule as the data show it, unless noted: active = inhibition above about 40%; inactive = the rest.

smiles | NPYLR7 ag | mcGAS inh | hcGAS lum
Cc1cccn2c(=O)c(C=NNC(N)=S)c(N3CCCC3)nc12 | 15 | -3 | -4
O=C(c1cnn2cc(CCO)cnc12)N1CCC2(CCOCC2)CC1 | 11 | / | -8
CCSc1nnc(SC(C)c2ccncc2)s1 (centres undefined) | 8 | / | -11
CS(=O)(=O)N1CCN(C(=O)c2ccc(Oc3ccc(C(F)(F)F)cn3)cc2)CC1 | 10 | / | -8
CC(Nc1ccc2c(c1)OCCCO2)c1nc(C(C)(C)C)no1 (centres undefined) | -2 | -1 | -3
CCOC(=O)CCC(=O)N1CCN(C(=O)c2cc(-c3ccc(Cl)cc3)n(-c3ccccc3F)c2C)CC1 | -10 | -5 | -13
Cc1ccccc1NC(=O)NCCNc1nc(-c2ccccc2)nc2ccccc12 | 6 | -1 | 2
COc1ccc(CC(=O)N2CC(=O)Nc3ccccc32)c(OC)c1OC | -2 | -2 | 3
CC1CCCN(C(=O)/C=C/c2cccc3cccnc23)CC1 (centres undefined) | 7 | / | -7
COc1cc(Cl)ccc1S(=O)(=O)N1CCC(Cc2ccc(-n3cccc3)cc2)CC1 | 5 | -5 | -3
Cn1cc(C(CC(=O)NCCc2ccccc2)c2cccc(C(F)(F)F)c2)c2ccccc21 (centres undefined) | 5 | -7 | -5
O=S(=O)(NCC(F)(F)F)c1cccc(Br)c1 | 2 | -3 | 1
COC(=O)c1cc(OC)cc2c1OC(CNC(=O)C(C)(C)C)C2 (centres undefined) | 1 | -13 | -10
CN(c1ccc(S(=O)(=O)N2CCCCC2)cn1)C1CCCCC1 | -4 | / | 4
COc1ccc(Cl)c2sc(N(CCCN(C)C)C(=O)c3cc(C)no3)nc12 | 1 | / | -5

Entries of single compounds, quoted from the list. Order of values: NPYLR7 ag	mcGAS inh	hcGAS lum
CC1CCCN(C(=O)/C=C/c2cccc3cccnc23)CC1 (centres undefined) across the screens: 7	/	-7
COc1ccc(CC(=O)N2CC(=O)Nc3ccccc32)c(OC)c1OC across the screens: -2	-2	3

Continued.
smiles | NPYLR7 ag | mcGAS inh | hcGAS lum
Oc1ccc(N2CCN(Cn3nc(-c4ccc5c(c4)OCO5)oc3=S)CC2)cc1 | 2&-5 | -6 | -4&-1
CCN(CC)C(=O)Oc1ccc2c(ccn2Cc2cc3c(cc2Cl)OCO3)c1-c1cc(C)cc(C)c1 | 9 | -7 | -3
NC(=O)c1cn(Cc2cccc(C(F)(F)F)c2)c(C2CC2)n1 | -4 | / | -8
Cc1ccccc1NC1CCN(S(=O)(=O)c2c(C)nn(C)c2C)CC1 | -1 | / | 2
Cc1cccc(NC(=O)CSc2nc3c(-c4ccccc4)c[nH]c3c(=O)n2C)c1 | 2 | -6 | -5
CCC(C)C(=O)Nc1nc(-c2ccc(OC)c(F)c2)cs1 (centres undefined) | 2 | / | -19
CC1(C(=O)NS(=O)(=O)c2cccc(C#N)c2)CCN1C(=O)Cc1ccccc1Cl (centres undefined) | 8 | / | -10
CNC(=O)[C@H]1CN(S(=O)(=O)c2ccccc2)[C@]2(C)C(=O)N(CCO)c3ccccc3[C@H]12 | 21 | -5 | 1
CCOC(=O)C(C(=O)OCC)C(=O)c1ncccc1O | 6 | / | 0
N#Cc1cnn(C(=O)C2COc3ccccc32)c1N (centres undefined) | 0 | / | -7
CCC(CC)N(CCc1ccccc1)C(=O)c1cccc(=O)[nH]1 | 18 | -11 | -7
COc1ccc(C#N)c(NC(=O)C2CCCOC2)c1 (centres undefined) | 10 | 1 | 3
CCc1[nH]n(-c2ccc(Cl)c(Cl)c2)c(=O)c1C1=C([n+]2ccccc2)C(=O)N(c2ccccc2F)C1=O | -7 | 1 | -41
Nc1cc(C(F)(F)F)ccc1N1CCCC1 | -1 | -5 | -3
COCCN(Cc1cnn(C)c1)C(=O)c1cccc(Cl)c1Cl | -1 | -18 | -5

Next structures.
smiles | NPYLR7 ag | mcGAS inh | hcGAS lum
CC(=O)Nc1ccc(S(=O)(=O)N2CCN(c3nc4ccccc4nc3C)CC2)cc1 | / | -5 | -3
Cc1ccc(NC(=O)CSc2ccc(-c3sc(-c4cccnc4)nc3C)nn2)cc1F | 1 | / | -3
Cn1c(N)nnc1SCc1nc2ccccc2n1C | 8 | / | -4
C#CCSc1nc(-c2ccccc2)cc(-c2ccccc2)c1C#N | -2 | / | -6
Cc1cc(C(=O)N(CCn2cccn2)c2nc3c(F)cccc3s2)on1 | -16 | -11 | -5
CSCCC(=O)NC1CCCN(c2ncccn2)C1 (centres undefined) | 23 | / | -12
CCOC(=O)C1CCCN(C(=O)CN(Cc2ccccc2)c2nc(Cc3cccc(OC)c3)ns2)C1 (centres undefined) | / | -5 | -5
C=CCn1c(N2CCN(Cc3ccccc3Cl)CC2)nc2c1c(=O)[nH]c(=O)n2C | 20 | / | -3
COc1cc(C(=O)N2CCC(C(=O)NC3CCCC[C@H]3NC(=O)c3ccccc3C)CC2)cc(OC)c1OC (some centres undefined) | 2 | -5 | -5
COc1ccc(CCNC(=O)c2ccc(-c3cc(-c4cccc(C(F)(F)F)c4)n[nH]3)cc2)cc1 | -2 | -9 | -11
CCOC(=O)N1CCN(C(=O)CC(c2ccc(Cl)c(C(F)(F)F)c2)c2c[nH]c3ccccc23)CC1 (centres undefined) | 0 | -4 | -4
N#CC1(NC(=O)COC(=O)c2nccnc2N)CCCCC1 | 18 | / | -3
Cc1ccc(C(=O)N(CCCN(C)C)c2nc3cc4c(cc3s2)OCO4)cc1 | 3 | -5 | -3
O=C(CN1CCCCCCC1)Nc1ccc(NC2CCOC2=O)cc1 (centres undefined) | -3 | / | -6
Cc1ccc(Cc2nsc(N3CCC(C(=O)N4CCN(c5cccc(C(F)(F)F)c5)CC4)CC3)n2)cc1 | -9 | 0 | -5

In a second layout: entries from further up.
canonical_smiles: Cc1ccc(Cc2nsc(N3CCC(C(=O)N4CCN(c5cccc(C(F)(F)F)c5)CC4)CC3)n2)cc1
  NPYLR7 ag: -9	mcGAS inh: 0	hcGAS lum: -5

canonical_smiles: COc1cc(C(=O)N2CCC(C(=O)NC3CCCC[C@H]3NC(=O)c3ccccc3C)CC2)cc(OC)c1OC (some centres undefined)
  NPYLR7 ag: 2	mcGAS inh: -5	hcGAS lum: -5

canonical_smiles: CCOC(=O)N1CCN(C(=O)CC(c2ccc(Cl)c(C(F)(F)F)c2)c2c[nH]c3ccccc23)CC1 (centres undefined)
  NPYLR7 ag: 0	mcGAS inh: -4	hcGAS lum: -4

canonical_smiles: Cc1cc(C(=O)N(CCn2cccn2)c2nc3c(F)cccc3s2)on1
  NPYLR7 ag: -16	mcGAS inh: -11	hcGAS lum: -5

Continued:
smiles | NPYLR7 ag | mcGAS inh | hcGAS lum
COCCN1CCCC2(CCN(c3nc4ccccc4o3)C2)C1 (centres undefined) | 5 | -13 | 1
CCOc1ccc(-c2n[nH]c(C(=O)N/N=C\c3ccccn3)c2C)cc1 | 6 | -8 | -9
CCCNC(=O)CN1CCC(NC(=O)N2Cc3ccccc3C2)CC1 | 4 | / | -3
Cc1nn(C)c(C)c1CCC(=O)N1CC(c2ccccn2)C1 | 7 | / | -5
Cc1ccc(-n2c(SCc3cccc(C)c3)nnc2C(C)NC(=O)c2ccc([N+](=O)[O-])cc2)cc1 (centres undefined) | -1 | -6 | -11
Cc1ccccc1C1CC1C(=O)NC1CCS(=O)C1 (centres undefined) | 0 | -15 | -9&-4
COc1ccc(F)c(CC2(CCC(=O)NCc3ccco3)CCC(=O)N2)c1 (centres undefined) | 15 | / | -9
C=c1onc(-c2ccccc2Cl)c1=C1N=C(c2ccc(OCCCC)cc2)NO1 | 2 | -2 | 14
CN1CCN(C(CNC(=O)c2ccc(Br)o2)c2ccc3c(c2)CCCN3C)CC1 (centres undefined) | 7 | / | -4
Cc1cccc2[nH]c(C3CCCN(Cc4nc(-c5ccco5)no4)C3)nc12 (centres undefined) | 1 | / | 1
COc1cc(OC)c(OC)cc1/C=N\NC(=O)CSc1nnc(-c2ccccc2)n1-c1ccccc1 | -6 | / | -3
OC(CN(Cc1ccncc1Cl)C1CC1)c1ccccc1 (centres undefined) | 2 | / | -5
O=C1NN=C2C3CC(CC12)C1=NNC(=O)C1C3 (centres undefined) | 0 | / | -5
COc1ccc2c(C)c(C(=O)N3CC[C@H]4CC[C@@H](C3)N4)oc2c1 | 8 | -17 | -5
O=C(NCc1ccccc1C(F)(F)F)c1cc(-c2ccc3c(c2)OCO3)nc2ccccc12 | 3 | -3 | 2

(list continues)
smiles | NPYLR7 ag | mcGAS inh | hcGAS lum
O=C(CN(C1CC1)S(=O)(=O)/C=C/c1ccccc1)N1CCc2sccc2C1c1ccc(Cl)cc1Cl (centres undefined) | 38 | -6 | -3
Fc1ccc(Oc2cc(N3CCN(CCN4CCOCC4)CC3)ncn2)c(Cl)c1 | -5 | -10 | -5
CC(=O)NC(C)C(=O)Nc1ccc(-c2ccccc2)cc1 (centres undefined) | 4 | / | 1
O=C(Nc1ccc(=O)n2c1[C@@H]1C[C@@H](CN(C(=O)c3ccc(F)cc3)C1)C2)NC1CCCCC1 | -8 | -8 | -7
C/C(=N\O)c1ccc(OCCO)cc1 | 1 | -6 | -15
CC1(C(=O)c2ccccc2)C2c3c(ccc4ccccc34)OC(=O)C21C(=O)N1CCOCC1 (centres undefined) | -12 | -9 | -3
O=C(OC/C=C/c1ccccc1)c1cccc(Br)c1 | 9 | / | -1
C=CCn1c(CCNC(=O)C2CCCCC2)nc2ccccc21 | -7 | / | -9
COC(=O)c1ccccc1CSC(=NC#N)SC | -10 | / | -4
CCCC1C(C#N)C(=N)SC(=N)C1C#N (centres undefined) | 2&19 | 0 | 1&-3
CCn1nccc1-c1n[nH]c(=O)n1CC | 7 | -14 | -7
CCN(CC)CCCC(C)NC(=O)c1c(C)noc1-c1ccccc1Cl (centres undefined) | 9 | -10 | -6
CCC(=O)N1CCN(c2nccc(-c3cccc(C(F)(F)F)c3)n2)CC1 | -1 | -5 | -3
CC(=O)c1ccc(NC(=O)N(C)c2c(C)nc3ccc(C(=O)N4CCN(C(C)=O)CC4)cn23)cc1 | 0 | 1 | 0
COc1cn(CC(N)=O)c(CN2CCN(C)CC2)cc1=O | 1 | -7 | -5

Continued.
smiles | NPYLR7 ag | mcGAS inh | hcGAS lum
CN(Cc1ccccc1)c1ncccc1CNC(=O)c1ccccc1F | -4 | -11 | -5
O=C(NCc1ccccn1)c1ccc(Nc2c(Oc3ccccc3)cnn(Cc3ccccc3)c2=O)cc1 | 9 | -5 | -4
COc1cc(OC)nc(C(NC(=O)C2CCN(CCc3c[nH]c4ccccc34)CC2)c2ccccc2C)n1 (centres undefined) | 6 | -3 | -4
O=S(=O)(c1ccc(C(F)(F)F)cc1Cl)N1CCN(c2nccc(-c3ccc(-n4ccnc4)cc3)n2)CC1 | 1 | -7 | -10
O=C(NCCCN1CCOCC1)c1ccc(Oc2ccc(F)cc2)cc1 | 0 | -21 | -12
CC(C)C1NC(=O)N(Cc2ccc(Cl)c(Cl)c2)C1=O (centres undefined) | -2 | / | -3
COc1cc2c(cc1CNC(=O)C1CC(=O)N(CC(C)C)C1)CCC2 (centres undefined) | -5 | -16 | -3
COCCCN(Cc1csc(COc2cccc(C)c2)n1)C(=O)c1ccc(C)cc1 | -9 | -6 | -3
Cc1cccc2oc(CNC(=O)CSCc3ccccc3Cl)nc12 | 24 | / | -2
COc1cc(-c2cc(C(=O)NCCc3cccc(C(F)(F)F)c3)c3ccccc3n2)cc(OC)c1OC | 25 | -6 | -11
COc1ccc2nc(C)cc(Oc3ccc4c(c3)OCO4)c2c1 | 1 | -13 | -4
CCCCOc1ccc(C(=O)Nc2cc(C)nn2-c2nc(CCC)cc(=O)[nH]2)cc1 | 6 | -7 | -9
Cc1ccc(Cn2c(CO)c[nH]c2=S)cc1 | -3 | / | 0
O=C1NC(=S)N/C1=C/c1cccc([N+](=O)[O-])c1O | 16 | -2 | 0
O=C(C=Cc1ccc(Cl)cc1Cl)N=C1N=C2C=CC(Br)=CN2Cc2ccccc21 | -5 | -9 | -7

(more compounds)
smiles | NPYLR7 ag | mcGAS inh | hcGAS lum
O=C(c1ccc2ncccc2c1)N1CCc2c(cnn2-c2ccc(Cl)cc2)C1 | 2 | / | -8
C=CCN(C(=O)CC(=O)OCC)C1C[C@@H]2c3ccccc3C(=O)N2[C@@H](C)C1 (some centres undefined) | / | -1 | -3
C=C(C)Cc1c(COC)nc(N)[nH]c1=O | 1 | / | -4
Cc1nn(C)cc1C(C)n1ccnc1-c1ccccc1Cn1cccn1 (centres undefined) | 4 | -22 | -8
CCN(CC)S(=O)(=O)c1cc(C(=O)Nc2ccc(OC)cc2)ccc1C | -13 | -7 | -1
CC(=O)Nc1cncc(-c2ccccc2CO)n1 | 1 | / | -8
Cn1ccnc1-c1ccc(NCCc2cnn(-c3ccccc3)c2)nn1 | 14 | / | -5
COCCCN(CC(=O)N1CCc2sccc2C1c1ccc(Cl)cc1Cl)S(=O)(=O)c1c(C)cc(C)cc1C (centres undefined) | -2 | -5 | -3
OC(CC1CCC1)(CC1CCC1)c1ccc(CN(Cc2ccco2)CC2CCCO2)o1 (centres undefined) | 15 | -3 | -6
Nc1nc(SC2c3cccc4cccc(c34)C2NS(=O)(=O)c2ccccc2)n[nH]1 (centres undefined) | 1 | -5 | -7
c1ccc(-c2ccccc2-n2cnnc2)cc1 | 1 | / | -1
CCc1nc2ccc(C(=O)NCc3ccc4c(c3)OCO4)cn2c1N(C)Cc1ccc(N(C)C)cc1 | 9 | -3 | -4
CCCCN(CC(=O)Nc1cc(C(C)(C)C)nn1C(C)(C)C)C(=O)Nc1ccccc1Br | / | -4 | -10
